Pf growth 96h – inhibits malaria parasite growth, 96 h | P. falciparum luciferase reporter growth, 96 h | Potency, µM (top dose mostly 28.7 µM), inactives show top-dose activity change, negative = inhibition, actives largely listed as inhibitors | actives 6.9% (n = 320,000)
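Plates of compound plus infected erythrocytes (2% hematocrit, 0.05% parasitemia final) incubate 96 hours, 37 C, 5% CO2. Detection reagent added; reduced luminescence from the parasites' luciferase reporter flags inhibition.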
Tb PYK inh – blocks Trypanosoma brucei pyruvate kinase. Q57TT1. TbPYK enzyme, Kinase-Glo Plus ATP luminescence, 45 min. Potency, µM (highest dose often 76.8 µM), without a hit: at the highest dose activity, negative = inhibition, actives largely listed as inhibitors. actives 0.12% (n = 410,000). AID 624173; further: nearly all actives have a fitted effect of over 50% in size
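Screened from lowest to highest concentration, compounds were pinned into TbPYK/substrate mixtures, and ADP (130 uM final) was added. Plates sat at room temperature for 45 min prior to Kinase-Glo Plus detection by luminescence.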
Pf growth 48h – inhibits P. falciparum growth in the first generation, 48 h | P. falciparum luciferase growth in erythrocytes, 48 h | Potency, µM (titrated, usually from 28.7 µM), for inactives: at the top dose activity change, negative = inhibition, actives largely listed as inhibitors | actives 5.9% (n = 310,000)
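Luciferase-expressing P. falciparum in infected erythrocytes (2% hematocrit, 0.1% parasitemia final) in RPMI 1640/0.5% Albumax were exposed to compound for 48 hours at 37 C, 5% CO2; growth read as luminescence.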
LmPK inhibitor – LmPK (Leishmania mexicana) enzyme inhibition; Q27686; purified LmPK, Kinase-Glo ATP luminescence, 1 h; Potency, µM (series often up to 57.5 µM), for inactives: at the top dose activity change, negative = inhibition, usual class: inhibitors; actives 0.37% (n = 290,000); AID 1721
Target sequence (Q27686 whole entry, looked up): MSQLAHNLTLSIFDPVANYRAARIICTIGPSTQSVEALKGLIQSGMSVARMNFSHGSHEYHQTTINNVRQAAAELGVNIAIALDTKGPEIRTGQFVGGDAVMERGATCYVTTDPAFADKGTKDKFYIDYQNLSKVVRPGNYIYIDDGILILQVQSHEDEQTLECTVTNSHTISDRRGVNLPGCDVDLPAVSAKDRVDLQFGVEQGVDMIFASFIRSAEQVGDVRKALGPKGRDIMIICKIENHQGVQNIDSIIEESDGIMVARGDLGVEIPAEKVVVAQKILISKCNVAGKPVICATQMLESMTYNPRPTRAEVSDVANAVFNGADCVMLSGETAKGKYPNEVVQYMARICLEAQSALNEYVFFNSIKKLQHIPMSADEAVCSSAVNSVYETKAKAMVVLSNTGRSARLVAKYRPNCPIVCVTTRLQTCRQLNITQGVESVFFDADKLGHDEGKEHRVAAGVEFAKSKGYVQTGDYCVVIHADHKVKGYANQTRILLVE
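qHTS format; LmPK 0.1 nM; substrates PEP 0.5 mM and ADP 0.1 mM. One-hour room-temperature incubation, then coupled luciferase luminescence; 0.5 nM enzyme wells mark activation.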
Sm TGR inh – S. mansoni TGR enzyme inhibition; Q962Y6; purified TGR, DTNB reduction, TNB absorbance 405 nm; Potency, µM (titrated, usually from 114 µM), for inactives: at the top dose activity change, negative = inhibition, actives largely listed as inhibitors; actives 3% (n = 360,000); AID 485364; further: nearly all actives have a fitted effect of over 60% in size
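TGR 20 nM + NADPH 100 uM (dispensed conc.), cpd preinc 15 min RT; start with NADPH (500 uM addition) then DTNB (15 mM addition). Kinetic TNB absorbance, 405 nm filter. Four-parameter Hill fit across titration.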
HCV inhibitor – HCV inhibition. Huh7.5.1 HCVcc-Cre infection, luciferase reporter, 44 h. Potency, µM (titrated, usually from 41.8 µM), inactives show at the highest dose activity change, negative = inhibition, hits mostly inhibitors. actives 3.4% (n = 340,000)
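Seed cells (1,000/well) for 4 h; treat with compound and infect with HCVcc-Cre, moi about 0.5. Incubate 44 h, then detect luciferase activity.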
The depositor's hits bear a star; ? = inconclusive; nt = no result given; & = joins results of further samples; [ ] = remark or other dose. The call rests on the fitted dose curve; in most records, active means well fitted curve in the direction sought with a large enough effect; inconclusive means small, poorly fitted or top-dose-only effect, or another doubt; inactive means no such curve, though single readings can be large; an effect the other way counts as inactive or inconclusive. On the % scale 0 is the no-effect control and ±100 the full control effect; potency means the concentration at half of the fitted maximal effect.

molecule	Pf growth 96h	Tb PYK inh	Pf growth 48h	LmPK inhibitor	Sm TGR inh	HCV inhibitor
CCOc1ccc(-c2cc(C(=O)NCCCN3CCOCC3)c3ccccc3n2)cc1	?	-11%	-5%	1%	0%	?
Cc1cccc(CN2CCc3c(OCC(=O)NCc4ccco4)cccc3C2=O)c1	9.3µM*	1%	12µM*	3%	-25%	-26%
COc1ccc(C(=O)OCCN2CCN(C3=NS(=O)(=O)c4ccccc43)CC2)cc1OC	8.3µM*	-1%	-17%	1%	-8%	2%
N#Cc1ccsc1NC(=O)COC(=O)c1ccc(NC(N)=O)cc1	6%	-3%	116%[activator]	-14%	1%	6%
C/C(Cn1nnc2ccccc21)=N\NC(=O)c1cccc(Br)c1	?	-7%	13%	-4%	-2%	1%
Cc1cc(Oc2ccc3ccccc3c2)nc(SCC(=O)c2ccccc2)n1	?	-3%	-8%	2%	-2%	?
COc1cc(NC(=O)Cn2cnc3ccccc3c2=O)c(OC)cc1Cl	3%	9%	22%	0%	0%	2%
COc1ccc(N(C(=O)C(C)C)S(=O)(=O)c2ccc(Cl)cc2)cc1	22%	-2%	nt	1%	-11%	10%
COc1cc(CNC(=O)c2cnc(C)cn2)cc(OC)c1	-20%	-3%	5%	1%	3%	-1%
COc1ccc(-c2nc3scc(-c4ccc(OC)c(OC)c4)c3c(=O)o2)cc1	31%[activator]	-25%	19%	3%	-1%	?

Reprinted from the listing for reference:
molecule	Pf growth 96h	Tb PYK inh	Pf growth 48h	LmPK inhibitor	Sm TGR inh	HCV inhibitor
COc1ccc(N(C(=O)C(C)C)S(=O)(=O)c2ccc(Cl)cc2)cc1	22%	-2%	nt	1%	-11%	10%
COc1cc(CNC(=O)c2cnc(C)cn2)cc(OC)c1	-20%	-3%	5%	1%	3%	-1%
COc1ccc(-c2nc3scc(-c4ccc(OC)c(OC)c4)c3c(=O)o2)cc1	31%[activator]	-25%	19%	3%	-1%	?

Structures above with four or more nitrogen atoms:
molecule	Pf growth 96h	Tb PYK inh	Pf growth 48h	LmPK inhibitor	Sm TGR inh	HCV inhibitor
N#Cc1ccsc1NC(=O)COC(=O)c1ccc(NC(N)=O)cc1	6%	-3%	116%[activator]	-14%	1%	6%
C/C(Cn1nnc2ccccc21)=N\NC(=O)c1cccc(Br)c1	?	-7%	13%	-4%	-2%	1%

Compound profiles (already shown). Values in the order: Pf growth 96h	Tb PYK inh	Pf growth 48h	LmPK inhibitor	Sm TGR inh	HCV inhibitor
Cc1cccc(CN2CCc3c(OCC(=O)NCc4ccco4)cccc3C2=O)c1 is listed with 9.3µM*	1%	12µM*	3%	-25%	-26%
COc1ccc(C(=O)OCCN2CCN(C3=NS(=O)(=O)c4ccccc43)CC2)cc1OC is listed with 8.3µM*	-1%	-17%	1%	-8%	2%

Next part.
molecule	Pf growth 96h	Tb PYK inh	Pf growth 48h	LmPK inhibitor	Sm TGR inh	HCV inhibitor
CC(C)(C)NC(=O)CCN(/N=C/c1ccccc1)C1=NS(=O)(=O)c2ccccc21	?	0%	?	1%	5%	-29%
N#C/C(=C(/O)CN1CCN(c2ccccc2F)CC1)c1nc(-c2ccccc2)cs1	59%[activator]	5%	28%	5%	1%	0%
CCOC(=O)C1CCN(C(=O)CN(c2ccc(OC)c(OC)c2)S(=O)(=O)c2ccccc2)CC1	nt	-1%	?	0%	0%	-3%
COc1cc(SC)ccc1C(=O)OC1CCOC1=O (stereo unspecified)	?	3%	16%	4%	?	5%
CCC(OC(=O)c1ccco1)C(=O)NCc1ccc(C)cc1 (stereo unspecified)	41%[activator]	-1%	8%	6%	-22%	nt
CC1Cc2cc(S(=O)(=O)N3CCN(c4ccccc4)CC3)ccc2N1C(=O)C1CC1 (stereo unspecified)	?	7%	7%	15%	-14%	7%
C=CCOc1cccc(/C=N/NC(=O)CC(=O)NC2CCCCC2)c1	?	2%	2%	-3%	-6%	-2%
CC(=O)c1sc(NC(=O)C2CCN(c3ncnc4sc(C)c(C)c34)CC2)nc1-c1ccccc1	?	-2%	9.3µM*	nt	0%	?
CN(Cc1ccccc1)C(=O)N1CCOCC1	51%[activator]	-11%	64%[activator]	-3%	12%	10%
CCc1cc(=O)oc2c3c(cc(OCC(=O)NCc4ccco4)c12)OC(C)(C)CC3	?	5%	32%[activator]	-5%	-1%	1.3µM*
CN(C)CCN1C(=O)c2ccccc2N(C)c2ccccc21	3µM*	-1%	-18%	nt	nt	nt
Cc1cc(C)nc(-n2nc(C)cc2NC(=O)c2cccc(S(=O)(=O)N3CCCCC3)c2)n1	?	nt	?	3%	4%	nt
O=[N+]([O-])c1cccc(-c2n[nH]c(=S)n2-c2ccc(Br)cc2)c1	0%	?	0%	5%	0.79µM*	24%
Cc1occc1C(=O)Nc1ccc(S(N)(=O)=O)cc1	26%	?	58%[activator]	-20%	nt	-26%
CC(CCc1ccccc1)NC(=O)c1cccc(F)c1 (stereo unspecified)	-14%	0%	5%	3%	15%	-3%
CCCCN(C)Cc1c(C)[nH]c2c(ccc3ccccc32)c1=O	22%	1%	-9%[0.00184 µM]	1%	-6%	9%
CC(=O)C1=C(C)NC(SCC(=O)c2ccc(-c3ccccc3)cc2)=C(C#N)C1c1cccnc1 (stereo unspecified)	?	nt	?	7%	11%	nt
Cc1ccc(/C=C/C(=O)Nc2cc(C)on2)cc1	?	2%	?	-5%	-25%	7%
Cc1c(NC(=S)NC(=O)c2cccc(Br)c2)c(=O)n(-c2ccccc2)n1C	?	-4%	21%	-5%	-36%	1%
COc1ccc(-c2ccc(CCC(=O)O)n2NC(N)=O)cc1	105%[activator]	-7%	139%[activator]	5%	45µM*	13%

Single entries from above.
Under Tb PYK inh, COc1ccc(-c2ccc(CCC(=O)O)n2NC(N)=O)cc1 is listed with -7%
Under HCV inhibitor, CC(CCc1ccccc1)NC(=O)c1cccc(F)c1 (stereo unspecified) is listed with -3%
Under HCV inhibitor, O=[N+]([O-])c1cccc(-c2n[nH]c(=S)n2-c2ccc(Br)cc2)c1 is listed with 24%

(cont.)
molecule	Pf growth 96h	Tb PYK inh	Pf growth 48h	LmPK inhibitor	Sm TGR inh	HCV inhibitor
COCCOC(=O)c1c(NC(=O)COC(=O)Cc2cccc(OC)c2)sc(C(N)=O)c1C	-1%	5%	4%	-10%	7%	13%
Cc1cc2cc(CN(Cc3ccco3)C(=O)NCc3ccccc3)c(=O)[nH]c2cc1C	53%[activator]	-2%	?	11%	7%	-6%
CCOc1ncccc1C(=O)Nc1cccc(S(=O)(=O)N2CCCCC2)c1	7.4µM*	-6%	?	nt	-2%	?
COc1ccc(NC(=O)c2ccc(-n3cccn3)nc2)c(OC)c1	20%	1%	7%	-2%	-28%	-22%
COc1cc(CNc2ccc(N3CCOCC3)c(C(=O)O)c2)ccc1OCC(N)=O	2%	-8%	12%	0%	1%	6%
COc1ccc(OC)c2[nH]c(=O)c(CCNC(=O)C3CCCCC3)cc12	3%	-4%	-18%	-7%	4%	-16%
O=C(c1cccnc1)N(Cc1ccccc1)c1ccccc1	20%	8%	-8%	0%	-12%	14%
COc1ccccc1C1=NOC(COc2ccc3c(C)cc(=O)oc3c2)C1 (stereo unspecified)	-2%	-1%	-5%	-2%	20%	?
C#CCn1c(CCNC(=O)c2ccco2)nc2ccccc21	?	-10%	26%	3%	-20%	27%
COc1ccc(Cn2c(C)c(C)c(C#N)c2NC(=O)Nc2cccc(Cl)c2)cc1	59%[activator]	2%	33%[activator]	-3%	-19%	-21%
O=C(N/N=C/c1ccc([N+](=O)[O-])o1)c1cc2ccccc2o1	?	-5%	?	2%	?	?
Cc1ccc(CC(=O)OCC(=O)NC2CCCC(C)C2C)cc1C (stereo unspecified)	65%[activator]	2%	34%[activator]	1%	3%	12%
COc1ccc(OC)c(C(=O)COC(=O)C2CC3CCCC(C2)C3=O)c1 (stereo unspecified)	nt	-9%	19%	1%	5%	-2%
Cc1cc(=O)oc2cc(OCC(=O)Nc3ccc(CN4CCOCC4)cc3)c(Cl)cc12	18%	8%	5%	0%	5%	-7%
Nc1nc(NCCc2ccccc2)nc(NCc2ccccc2)c1[N+](=O)[O-]	?	8%	9.3µM*	1%	-9%	?
CC1=C(C(=O)OCc2ccccc2)C(c2cccnc2)n2ncnc2N1 (stereo unspecified)	?	2%	1%	3%	0%	21%
O=C(Nc1nc(-c2ccccn2)cs1)c1ccc(Br)s1	nt	-8%	?	5%	-13%	2.2µM*
O=S(=O)(c1ccc(N2CCOCC2)nc1)N(Cc1ccccn1)Cc1ccccn1	7%	2%	17%	-8%	5%	-9%
Cc1nccn1CC(O)COc1ccccc1 (stereo unspecified)	?	-9%	24%	0%	-4%	-3%
NS(=O)(=O)c1cc2c(cc1Cl)N[C@@H](CC1CCCC1)NS2(=O)=O	5%[12.8 µM]	7%[33.2 µM]	3%[12.8 µM]	nt	nt	nt
CCN(CC)CCCNC(=O)CCc1c(C)n(CC)c2cc(-c3ccccc3OC)nn2c1=O	0%	-3%&1%	-12%[0.00184 µM]	-1%	5%&2%	-5%
CC(=O)NCc1ccc(S(=O)(=O)NC(C)CCc2ccccc2)cc1 (stereo unspecified)	-5%	2%	5%	3%	5%	-3%
CCC(NC(=S)NCc1ccc(F)cc1)c1ccccc1 (stereo unspecified)	?	5%	6.6µM*	7%	-15%	?
Cc1nc2ccccc2n1CC(=O)N1CC(=O)Nc2ccccc21	-18%	5%	-7%	-2%	36%	20%
Cc1ccc2nc(-c3ccccn3)cc(C(=O)NCCc3ccc(F)cc3)c2c1	?	1%	?	-6%	4%	-22%
Nc1c(C(=O)OCC2CCCO2)c2nc3ccccc3nc2n1Cc1cccs1 (stereo unspecified)	3.7µM*	3%	?	11%	-3%	-27%
COc1cccc(C(=O)OCC(=O)NC2CCCc3ccccc32)c1O (stereo unspecified)	26%	0%	-3%	nt	5%	?
O=C(OCc1nnc(-c2ccc(Cl)cc2)o1)c1ccncc1	3%	10%	13%	2%	3%	3%
Nc1c(-c2ccc(Cl)cc2)cnn1C1CCS(=O)(=O)C1 (stereo unspecified)	nt	4%	3%	1%	4%	7%
Cc1cccc(-n2ncc3c2CCCC3NC(=O)CCN2CCCCO2)c1C (stereo unspecified)	63%	10%	?	3%	-5%	?
COc1ccccc1-n1c(C)nc(=O)c(-c2ccccc2)c1C	nt	-2%	-7%	-2%	-2%	10%
CC1Cc2ccccc2N1S(=O)(=O)c1cccc(C(=O)OCC(=O)NC2CCS(=O)(=O)C2)c1 (stereo unspecified)	?	-6%	nt	-5%	-3%	21%
CCOc1ncccc1C(=O)Nc1cc(S(=O)(=O)N2CCCCC2)ccc1C	9.3µM*	9%	12µM*	nt	-1%	-1%
CN1Cc2c(N3CCOCC3)nc3sc(C(=O)c4ccccc4)c(N)c3c2CC1(C)C	?	-4%	?	2%	4%	?
O=C1C=CC(=O)N1CCCCCCN1C(=O)C=CC1=O	?	10µM*	9%	?	-9%	?
CC(C)COP(=O)(c1ccc(N(C)C)cc1)C(O)c1ccncc1 (stereo unspecified)	0%	-17%	-2%	-3%	3%	9%
Cc1ccc(CNC(=O)Cc2noc3ccccc23)cc1	349%[activator]	6%	348%[activator]	-1%	33%	28%
CCOC(=O)N1CCC(n2c(=S)[nH]c3cc(OC)c(OC)cc3c2=O)CC1	?	-22%	3%	-4%	1%	-26%
CCCNC(=O)C(Cc1ccccc1)NC(=O)Cc1ccccc1 (stereo unspecified)	?	7%	-9%	nt	3%	13%

Source: PubChem BioAssay
